# KDM5B inhibitor: KDM5B demethylase inhibition; KDM5B demethylase, FDH-coupled NADH fluorescence (FDH is formaldehyde dehydrogenase); 220,000 compounds, 2.6% hits; Q9UGL1; Potency, µM (top dose mostly 57.7 µM), for inactives: at the top dose activity change, negative = inhibition, hits mostly inhibitors; AID 1347165; active means well fitted inhibition curve with a large enough effect; inconclusive means small, poorly fitted or top-dose-only effect; inactive means no such curve, though single readings can be large or run the other way; further: 0% is about no effect; nearly all actives have a fitted effect of over 70% in size
# Target sequence (Q9UGL1 whole entry, looked up): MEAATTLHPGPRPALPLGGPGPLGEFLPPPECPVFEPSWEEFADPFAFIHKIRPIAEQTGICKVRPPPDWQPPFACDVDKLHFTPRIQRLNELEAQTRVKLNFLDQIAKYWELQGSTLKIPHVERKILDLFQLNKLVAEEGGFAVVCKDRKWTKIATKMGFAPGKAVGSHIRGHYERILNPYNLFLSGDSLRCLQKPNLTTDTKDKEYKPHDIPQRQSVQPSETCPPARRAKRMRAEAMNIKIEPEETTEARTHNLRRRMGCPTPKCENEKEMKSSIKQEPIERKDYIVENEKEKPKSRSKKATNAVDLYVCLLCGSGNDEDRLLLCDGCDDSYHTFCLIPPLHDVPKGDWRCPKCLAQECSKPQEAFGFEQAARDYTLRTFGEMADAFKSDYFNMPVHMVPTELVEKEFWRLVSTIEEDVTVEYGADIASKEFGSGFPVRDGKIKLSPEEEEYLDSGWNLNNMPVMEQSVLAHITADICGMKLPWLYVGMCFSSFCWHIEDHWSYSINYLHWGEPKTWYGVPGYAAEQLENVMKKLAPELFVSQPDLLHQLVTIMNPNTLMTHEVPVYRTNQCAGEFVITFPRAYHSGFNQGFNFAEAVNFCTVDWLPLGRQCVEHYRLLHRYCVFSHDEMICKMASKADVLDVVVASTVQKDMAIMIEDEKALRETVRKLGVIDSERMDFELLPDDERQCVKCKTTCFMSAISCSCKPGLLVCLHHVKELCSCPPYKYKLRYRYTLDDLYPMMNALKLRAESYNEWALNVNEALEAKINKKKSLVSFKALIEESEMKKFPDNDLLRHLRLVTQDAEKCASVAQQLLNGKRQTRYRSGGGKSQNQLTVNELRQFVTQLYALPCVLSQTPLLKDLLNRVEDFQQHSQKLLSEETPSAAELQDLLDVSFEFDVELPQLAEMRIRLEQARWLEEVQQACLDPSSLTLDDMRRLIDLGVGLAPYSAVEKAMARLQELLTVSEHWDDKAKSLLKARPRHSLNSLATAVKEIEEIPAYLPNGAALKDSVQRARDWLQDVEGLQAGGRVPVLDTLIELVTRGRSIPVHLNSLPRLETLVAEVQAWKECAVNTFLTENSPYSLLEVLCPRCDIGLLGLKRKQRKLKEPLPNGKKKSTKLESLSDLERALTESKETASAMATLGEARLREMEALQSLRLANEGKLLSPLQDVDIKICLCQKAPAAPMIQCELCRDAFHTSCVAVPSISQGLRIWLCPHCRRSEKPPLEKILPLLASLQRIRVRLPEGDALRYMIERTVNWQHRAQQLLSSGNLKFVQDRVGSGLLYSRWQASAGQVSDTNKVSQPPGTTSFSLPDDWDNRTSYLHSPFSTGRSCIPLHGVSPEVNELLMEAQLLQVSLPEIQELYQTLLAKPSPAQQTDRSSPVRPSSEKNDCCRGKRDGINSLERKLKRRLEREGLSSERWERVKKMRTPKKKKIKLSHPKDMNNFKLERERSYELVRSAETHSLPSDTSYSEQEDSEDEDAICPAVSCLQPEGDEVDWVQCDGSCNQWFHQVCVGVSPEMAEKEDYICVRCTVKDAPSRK
#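 Inhibition is measured as reduced NADH fluorescence generation from FDH coupling to formaldehyde release. Truncated KDM5BΔAP at 200 nM final acts on H3K4me3 peptide (12.5 µM in substrate mix) in pH 7.5 HEPES buffer with Tween-20, 30 min, room temperature.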
# Starred values were filed as active, the others as inactive; ? = inconclusive; & = joins results of further samples; [ ] = remark or other dose. Potency means the concentration at half of the fitted maximal effect. Only part of the results is shown; count on the stated rates, not on these rows.
SMILES	KDM5B inhibitor
CC(=O)NCCNC(=O)c1cn(Cc2ccccc2)c2ccccc12	15%
COc1ccc(C)cc1NC(=O)c1cccn(Cc2cccc([N+](=O)[O-])c2)c1=O	-22%
O=C1/C(=C\c2ccncc2)N2CCC1CC2	-8%
CCN1CCN(c2ccc(Cl)nn2)C(=O)C1	5%[86.2 µM]
CC(N)Cc1c[nH]c2ccccc12 (configuration not stated)	15%
N#Cc1ccccc1S(=O)(=O)N1C[C@@H]2C[C@H](C1)c1ccc(-c3ccc(Cl)cc3)c(=O)n1C2	35µM*
Cc1ccccc1C(O)(Cc1ccccc1)C1CN2CCC1CC2 (configuration not stated)	0%
Cc1cc(C(=O)C(Cl)(Cl)Cl)c(C)n1C	-4%
COc1ccc([C@@H]2CN(C(=O)C(=O)c3ccco3)[C@@H]3C4CCN(CC4)[C@@H]32)cc1	10%
O=C(Nc1ccccc1)N1C[C@@H]2C[C@H](C1)c1c(-c3cccs3)ccc(=O)n1C2	-5%[86.2 µM]
C/C(=N\NC(=O)c1ccccc1O)c1c(O)n(Cc2ccccc2)c(=O)[nH]c1=O	?
O=C1NC(=O)C(=Cc2ccc3ccccc3c2)C(=O)N1	?
CCC(CC)c1cc([C@H]2CN3CC[C@H]2C[C@@H]3CNC(=O)c2ccccc2)nc(-c2ccncc2)n1	-9%
CN(CCc1ccccn1)C[C@H]1CN2CC[C@H]1C[C@@H]2CNC(=O)c1ccccc1	-9%[86.2 µM]
CC(C)(C)CC(=O)N1C[C@@H]2C[C@H](C1)c1ccc(NC(=O)Nc3cccc(F)c3)c(=O)n1C2	28µM*
CN(C(=O)CN1CC=C(c2ccccc2)CC1)C1CCS(=O)(=O)C1 (configuration not stated)	?
Cc1ccc([C@H]2C[C@@H](O)[C@@H](O)[C@@H]2NCC(C)C)cc1	-2%[115 µM]
COc1ccccc1-c1cc([C@H]2CN3CC[C@H]2C[C@@H]3CNS(C)(=O)=O)n(C)n1	1%[86.2 µM]
CCOc1ccccc1NC(=O)N(Cc1ccc2c(c1)OCO2)C1CCN(Cc2ccccc2)CC1	0%
Cc1cccc(-c2nn3c(=O)cc(CN4CCN(C(=O)COc5ccc(Cl)cc5)CC4)nc3s2)c1	-14%
CCOC(=O)c1c(C)n(Cc2ccccc2)c2ccc(OC(C)=O)cc12	-7%
O=C(O)CN1CCC[C@]2(C(=O)O)CN(Cc3ccncc3)CC[C@@H]12	?
Cc1ccc(-c2ccc(=O)n(CC(=O)N3CCC4(CC3)OCCO4)n2)cc1	22%
O=[N+]([O-])c1ccc(N2CC3CCC(C2)N3CC(F)(F)F)nc1	-7%[149 µM]
CCOc1cc(CNCCc2c[nH]c3ccc(OC)cc23)ccc1O	4%
COc1ccc(-c2c(C)c3cc(OC(=O)N(C)C)ccc3oc2=O)cc1	34%[activator]
Cc1ccc(Cn2cccc(C(=O)Nc3cc(C)on3)c2=O)cc1	-38%
CCOc1ccc(NC(=O)Cn2cc(C(=O)c3ccccc3)c3ccccc32)cc1	-18%
O=C(Nc1cc(C(F)(F)F)cc(C(F)(F)F)c1)c1cccn(Cc2ccccc2Cl)c1=O	-24%
COc1ccc(OC)c(CCNCc2c(C(=O)O)c(C)n(Cc3ccc(F)cc3Cl)c2C)c1	5%
COCCC(=O)Nc1ccc2n(c1=O)C[C@H]1C[C@@H]2CN(CCCc2ccccc2)C1	32µM*
COc1ccc(-c2c(C#N)c(N)nc3c2c(=O)nc2sccn23)cc1OC	1%
Cn1cc(C(=O)OCC(=O)NC(=O)NC2CCCC2)c2ccccc21	-26%
Nc1ccnc(N2CC[C@H]3N(CC(=O)O)CCC[C@]3(C(=O)O)C2)n1	15%
CCC1(N2CCN(C(=O)Cc3ccc(Cl)cc3)CC2)CCN(S(C)(=O)=O)C1 (configuration not stated)	-23%
CC12CCC(O)CC1CCC1[C@@H]2CCC2(C)C(C3=CC(=O)OC3)C(O)CC12O (some centres not stated)	27%
O=C(c1ccsc1)N1[C@H]2CC[C@@H]1c1cnc(-c3ccc(F)cc3)nc1C2	-18%
COc1ccccc1NC(=O)c1cn(C)c2ccccc12	-2%
C1NC2CC3CC1CC(C3)C2	4%
COc1ccc(NC(=O)c2sc3nc4c(cc3c2N)N2CCC4CC2)cc1OC	-18%
Cc1nc(N2CCNCC2)c(C#N)c2c1CCCC2	3%
COc1ccccc1N1CCN(Cc2ccc3c(c2)OCO3)CC1	?
COc1cc2c(cc1OC)[C@@H]1C(=O)c3ccc4c(c3O[C@@H]1CO2)C[C@H](C(C)C)O4	-14%
C=C[C@H]1CN2CC[C@H]1C[C@@H]2CNCc1ccc(-c2ccccc2)cc1	10%[86.2 µM]
COCCN1CCC(O)C2CCCCC21 (configuration not stated)	19%
CN1CC2(CCN(c3nccc(N)n3)CC2)CC1C(=O)O (configuration not stated)	?
CC1CCN(C[C@H]2CN3CC[C@H]2C[C@@H]3CNC(=O)c2ccc(C(F)(F)F)cc2)CC1	9%[86.2 µM]
Cn1c(=O)n(C)c2cc(CNCCc3ccc(F)cc3)ccc21	-28%
FC(F)(F)c1ccccc1NC1=NCCCS1	-2%
C1CCN(c2nc(N/N=C3\CN4CCC3CC4)nc(N3CCCCC3)n2)CC1	6%

# The listing continues:
SMILES	KDM5B inhibitor
O=C(Nc1ccc2n(c1=O)C[C@H]1C[C@@H]2CN(C2CCOCC2)C1)c1ccccc1	?
O=C1NC[C@H]2CN(C3CCOCC3)CCN12	6%[115 µM]
Nc1ncccc1CN1C[C@H](c2ccc3c(c2)OCO3)[C@@H]2[C@H]1C1CCN2CC1	?
N[n+]1cn[nH]c1	-30%
Cc1noc(C)c1S(=O)(=O)N1C[C@@H]2CCN(C)C[C@]2(C(=O)O)C1	10%
COC(=O)c1c(C)n(Cc2ccccc2)c2ccc(O)cc12	-2%
CC1CCN(C[C@H]2CN3CC[C@H]2C[C@@H]3CNC(=O)Nc2ccccc2)CC1	7%[86.2 µM]
COc1ccc(OC)c(NC(=O)Cn2cc(C(=O)c3ccccc3F)c3ccccc32)c1	-29%
CCCCn1c(O)c(C(C)=NCc2cccnc2)c(=O)[nH]c1=O	-5%
CCOP(=O)(OCC)c1cccc(OP(=O)(c2cccc([N+](=O)[O-])c2)c2cccc([N+](=O)[O-])c2)c1	24%
O=C(Nc1ccc2n(c1=O)C[C@H]1C[C@@H]2CN(C(=O)c2ccccn2)C1)c1cccs1	-11%[86.2 µM]
CC(=O)c1ccc(NC(=O)NC[C@H]2C[C@@H]3CCN2C[C@@H]3CN2CCC(Cc3ccccc3)CC2)cc1	-7%
O=C1NC2(CCCN(Cc3ccncc3)C2)COc2ccccc21 (configuration not stated)	?
C=C[C@H]1CN2CC[C@H]1C[C@@H]2CNCc1ccccc1	9%[115 µM]
CC(C)c1ccc(O)cc1	23%
COc1ccc(CC(=O)N2Cc3ccccc3CC3(CCCCN3C)C2)cc1 (configuration not stated)	19%[115 µM]
CCCCCCCCCCCCn1ccc(=N)cc1	?
CCCc1nnc(N2C[C@H]3COc4ccccc4C[C@@]3(C(=O)O)C2)s1	-15%
C#C[C@@H]1CC2C3CCC4=CC(=O)CCC4C3CCC2(CC)C1O (some centres not stated)	-3%
CC(C)Oc1ccc(C(=O)N2CCC3(CC2)c2nccn2-c2ccccc2CN3C)cc1	15%
CN1CCOC[C@H]2CCNC[C@H]21	-35%
Cc1noc(C)c1CN1C[C@H]2CN(S(C)(=O)=O)C[C@@]2(C(=O)O)C1	-14%
C=C[C@H]1CN2CC[C@H]1C[C@@H]2CNC(=O)Nc1ccc(OC(F)(F)F)cc1	11%[86.2 µM]
Cc1cc(OCC(=O)N2CCN(CCc3ccccn3)CC2)cc(C)c1Cl	7%&-9%
CC(=O)OC1CCC2(C=O)[C@H]3CCC4(C)C(C5=CC(=O)OC5)CCC4(O)[C@@H]3CCC2(O)C1 (some centres not stated)	14%

# As entered above:
# KDM5B inhibitor result of COC(=O)c1c(C)n(Cc2ccccc2)c2ccc(O)cc12 stands at -2%
# KDM5B inhibitor result of C#C[C@@H]1CC2C3CCC4=CC(=O)CCC4C3CCC2(CC)C1O (some centres not stated) stands at -3%

# New compounds follow
SMILES	KDM5B inhibitor
CC(C)N1CC2CCC(C1)N2S(C)(=O)=O	3%[149 µM]
Cc1ncc2c(n1)C[C@@H]1CC[C@H]2N1C(=O)Nc1ccc(C)c(F)c1	-29%
O=C(Cc1n[nH]c(=O)c2ccccc12)N1CCN(Cc2cccc3ccccc23)CC1	17%
O=C1CC(c2ccc(F)cc2)c2c(c3ccccc3oc2=O)O1 (configuration not stated)	?
COc1cc2c(cc1OC1CCCC1)NC(=O)C21CCN(C(=O)c2ccccc2)CC1	-10%[86.2 µM]
O=C(NCc1ccco1)N1C[C@@H](c2ccc(F)cc2)[C@@H]2[C@H]1C1CCN2CC1	15%
CCc1ccc(OCC(=O)N2CCN(CCc3ccncc3)CC2)cc1	?
Cc1ccsc1C(=O)N1[C@H]2CC[C@@H]1c1cnc(-c3ccc(F)cc3)nc1C2	-11%
CC(=O)Nc1ccc(-c2ccc(=O)n3c2[C@@H]2C[C@@H](CN(S(=O)(=O)c4cccs4)C2)C3)cc1	-15%
CCN1CCN(C(=O)Cc2cccn2-c2ccc(F)cc2)CC1	-15%
O=C(NC[C@H]1C[C@@H]2CCN1C[C@@H]2CN1CCC(Cc2ccccc2)CC1)Nc1ccccc1	17%
Cc1ncc2c(n1)C[C@@H]1CC[C@H]2N1C(=O)C1CCCCC1	12%
CN(C)CC(=O)N1C[C@@H]2C[C@H](C1)c1c(-c3cccc(C#N)c3)ccc(=O)n1C2	-8%[86.2 µM]
CN(C)c1ccc(C(=O)N2CCC3(CC2)c2nccn2-c2ccccc2CN3C)cc1	3%
COc1cc2c(cc1OCc1ccccc1)N(C(=O)CC1CC1)CC21CCN(C)CC1	?
O=C(Cc1c[nH]c2ccccc12)N1CCN(CC(=O)N2CCCC2)CC1	-2%
O=C(CSC(c1ccccc1)c1ccccc1)Nc1ccc2c(c1)OCCCO2	-9%
COc1cc2c(cc1OCc1ccncc1)NC(=O)C21CCN(Cc2ccccc2O)CC1	17%
O=C(NC1CCCCC1)N1[C@H]2CC[C@@H]1c1cncnc1C2	3%
CC(=O)Nc1ccc(S(=O)(=O)NC[C@H]2C[C@@H]3CCN2C[C@@H]3c2cc(-c3ccccc3)nn2C)cc1	9%
CC(C)CCN(C1CCNCC1)C1CCOCC1	?
CN1c2ncccc2CN(Cc2ccccc2)CC[C@H]1CO	32µM*
O=C1/C(=C\c2ccccc2F)N2CCC1CC2	-11%
O=C(Cc1c[nH]c2ccccc12)N1CCN(CC(=O)N2CCCCCC2)CC1	-4%
O=C(NC[C@H]1C[C@@H]2CCN1C[C@@H]2CN1CCCCC1)c1ccco1	-19%[86.2 µM]

# Gathered by group, those above with a halogen
SMILES	KDM5B inhibitor
CCN1CCN(c2ccc(Cl)nn2)C(=O)C1	5%[86.2 µM]
N#Cc1ccccc1S(=O)(=O)N1C[C@@H]2C[C@H](C1)c1ccc(-c3ccc(Cl)cc3)c(=O)n1C2	35µM*
Cc1cc(C(=O)C(Cl)(Cl)Cl)c(C)n1C	-4%
CC(C)(C)CC(=O)N1C[C@@H]2C[C@H](C1)c1ccc(NC(=O)Nc3cccc(F)c3)c(=O)n1C2	28µM*
Cc1cccc(-c2nn3c(=O)cc(CN4CCN(C(=O)COc5ccc(Cl)cc5)CC4)nc3s2)c1	-14%
O=[N+]([O-])c1ccc(N2CC3CCC(C2)N3CC(F)(F)F)nc1	-7%[149 µM]
O=C(Nc1cc(C(F)(F)F)cc(C(F)(F)F)c1)c1cccn(Cc2ccccc2Cl)c1=O	-24%
COc1ccc(OC)c(CCNCc2c(C(=O)O)c(C)n(Cc3ccc(F)cc3Cl)c2C)c1	5%
CCC1(N2CCN(C(=O)Cc3ccc(Cl)cc3)CC2)CCN(S(C)(=O)=O)C1 (configuration not stated)	-23%
O=C(c1ccsc1)N1[C@H]2CC[C@@H]1c1cnc(-c3ccc(F)cc3)nc1C2	-18%
CC1CCN(C[C@H]2CN3CC[C@H]2C[C@@H]3CNC(=O)c2ccc(C(F)(F)F)cc2)CC1	9%[86.2 µM]
Cn1c(=O)n(C)c2cc(CNCCc3ccc(F)cc3)ccc21	-28%
FC(F)(F)c1ccccc1NC1=NCCCS1	-2%
COc1ccc(OC)c(NC(=O)Cn2cc(C(=O)c3ccccc3F)c3ccccc32)c1	-29%
C=C[C@H]1CN2CC[C@H]1C[C@@H]2CNC(=O)Nc1ccc(OC(F)(F)F)cc1	11%[86.2 µM]
Cc1cc(OCC(=O)N2CCN(CCc3ccccn3)CC2)cc(C)c1Cl	7%&-9%
Cc1ncc2c(n1)C[C@@H]1CC[C@H]2N1C(=O)Nc1ccc(C)c(F)c1	-29%
O=C1CC(c2ccc(F)cc2)c2c(c3ccccc3oc2=O)O1 (configuration not stated)	?
O=C(NCc1ccco1)N1C[C@@H](c2ccc(F)cc2)[C@@H]2[C@H]1C1CCN2CC1	15%
Cc1ccsc1C(=O)N1[C@H]2CC[C@@H]1c1cnc(-c3ccc(F)cc3)nc1C2	-11%
CCN1CCN(C(=O)Cc2cccn2-c2ccc(F)cc2)CC1	-15%
O=C1/C(=C\c2ccccc2F)N2CCC1CC2	-11%
